# APJ antagonist = antagonists of human APJ apelin receptor | P35414 | CHO-K1 APJ beta-arrestin complementation, luminescence | inhibition, % at 20 µM | 330,000 tested, 0.32% active | AID 2521;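 active = inhibition above about 40% at 20 µM, limit read from the data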;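 also: cells challenged with 10 nM apelin-13 agonist together with compound; plate controls were apelin-13 plus DMSO wells for no effect and DMSO wells lacking apelin-13 for full effect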
# UPR CHOP act = activators of apoptotic arm of unfolded protein response (CHOP) | CHO-CHOP luciferase reporter, UPR activation, luminescence; percent of tunicamycin response over DMSO baseline | activation, % at 10 µM | 330,000 tested, 0.34% active | AID 449763;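 active = at 10 µM dose, activation of 40% or more, normalized to positive control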;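 also: 100% = tunicamycin at 10 µg/mL and 0% = DMSO alone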
#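 assay system = CHO CHOP reporter cells | amount = 500 CHO-CHOP cells per well | buffer or medium = F12 with 10% FBS | incubation = 16-18 h cell attachment, then 6 h compound exposure, 37 °C | detection = luminescence read with Steady-Glo | read-out = percent activation relative to tunicamycin control | controls = tunicamycin high control, DMSO low control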
# APJ ag = activates the human apelin receptor APJ; CHO-K1 APJ PathHunter beta-arrestin, luminescence; 0% DMSO wells, 100% apelin; activation, % at 20 µM; 330,000 tested, 0.11% active; AID 2520;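 active = activation more than six SD over the plate average, tested at 20 µM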;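 also: 0% = DMSO alone and 100% = apelin-13 at 10 nM; some results filed as inactive read as strong as hits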
#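 Test system: CHO-K1 APJ beta-arrestin complementation cell line | Compound: Single test compound dose, 20 µM final, 1% DMSO | Incubation: Compound 90 min 25 °C, reagent 1 h | Measured by: beta-gal luminescence | Read-out basis: APJ–arrestin association signal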
# tim23-1 inh = inhibits growth of tim23-1 mutant yeast; S. cerevisiae tim23-1 growth, BacTiter-Glo luminescence, 24 h; inhibition, % at 20 µM; 330,000 tested, 1.3% active; AID 463212;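 active = growth inhibition of the mutant yeast at or above 50%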;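 also: temperature-sensitive mutant grown at 25 °C; plate controls were DMSO-treated mutant yeast for no effect and medium wells lacking yeast for full effect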
# Mdm2-MdmX inh = human Mdm2/MdmX binding inhibition; AID 485346; inhibition, % at 8 µM; O15151+Q00987; 330,000 tested, 3% active; SaOS-2 split-luciferase Mdm2/MdmX complementation, luminescence;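 active = inhibition of at least 50% at 8 µM in the primary screen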
# Target sequence (O15151 whole entry, looked up): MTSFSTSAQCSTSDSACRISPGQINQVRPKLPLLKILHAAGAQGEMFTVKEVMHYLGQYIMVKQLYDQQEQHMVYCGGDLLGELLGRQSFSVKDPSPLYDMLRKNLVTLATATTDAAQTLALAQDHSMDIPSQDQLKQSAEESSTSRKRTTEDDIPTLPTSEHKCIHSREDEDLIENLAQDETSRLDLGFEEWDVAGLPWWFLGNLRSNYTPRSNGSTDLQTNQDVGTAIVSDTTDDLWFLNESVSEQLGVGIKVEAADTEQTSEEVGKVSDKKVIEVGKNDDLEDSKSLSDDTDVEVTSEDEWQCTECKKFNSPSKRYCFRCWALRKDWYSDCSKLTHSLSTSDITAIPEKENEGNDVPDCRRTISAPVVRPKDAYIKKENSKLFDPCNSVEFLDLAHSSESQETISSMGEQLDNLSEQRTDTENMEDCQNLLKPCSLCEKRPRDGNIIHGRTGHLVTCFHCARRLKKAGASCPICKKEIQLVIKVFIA
# Target sequence (Q00987 whole entry, looked up): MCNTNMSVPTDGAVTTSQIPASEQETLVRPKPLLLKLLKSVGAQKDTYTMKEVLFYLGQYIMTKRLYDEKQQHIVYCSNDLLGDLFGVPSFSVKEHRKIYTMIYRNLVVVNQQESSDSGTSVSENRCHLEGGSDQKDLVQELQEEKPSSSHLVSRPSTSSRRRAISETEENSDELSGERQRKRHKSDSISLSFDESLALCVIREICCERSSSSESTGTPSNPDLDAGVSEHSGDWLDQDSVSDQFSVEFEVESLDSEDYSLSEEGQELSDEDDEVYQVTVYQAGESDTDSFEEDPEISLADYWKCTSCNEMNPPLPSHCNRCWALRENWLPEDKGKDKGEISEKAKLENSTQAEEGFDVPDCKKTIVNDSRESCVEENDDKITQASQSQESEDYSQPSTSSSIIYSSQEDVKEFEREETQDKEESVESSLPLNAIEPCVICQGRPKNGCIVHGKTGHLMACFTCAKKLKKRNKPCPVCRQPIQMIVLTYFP
# Jurkat NFkB inh = inhibitors of the PMA/ionomycin-induced NF-kB reporter in Jurkat cells. PMA/ionomycin-induced NF-kB luciferase reporter, luminescence. inhibition, % at 4 µM. 330,000 tested, 0.53% active; in the data active = inhibition above about 50%
# XBP1 UPR activ = adaptive UPR (XBP1) activation; CHO-XBP1 luciferase reporter, IRE1-XBP1 UPR activation, luminescence; percent of tunicamycin response, DMSO as zero; 330,000 tested, 0.33% active; AID 463104; activation, % at 20 µM;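 active = versus positive control, 20 µM dose yields 30% or more activation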;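 also: 100% = tunicamycin at 10 µg/mL and 0% = DMSO only wells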
#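 Material: CHO-XBP1 cells stably carrying IRE1-XBP1-driven luciferase reporter / Amount: 1000 cells per well / Compound: 20 µM, 1% DMSO / Times: 6 h treatment, 37 °C / Detection: luciferase luminescence / Measure: % activation of reporter signal versus tunicamycin and DMSO controls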
# 697 NFkB inh = lowers PMA/ionomycin-induced NF-kB signal in 697 B cells; 697 B-cell NF-kB luciferase reporter, 16 h; inhibition, % at 4 µM; 330,000 tested, 0.33% active; AID 435022; in the data active = inhibition above about 35%
# Numbers without * were called inactive.
molecule	APJ antagonist	UPR CHOP act	APJ ag	tim23-1 inh	Mdm2-MdmX inh	Jurkat NFkB inh	XBP1 UPR activ	697 NFkB inh
CCOC(=O)/C=C1\SCC(=O)N1CC(O)CN1C(=O)CS/C1=C\C(=O)OCC	-8.4	0.7	-3.0	12.0	-6.6	-14.3	0.1	-44.5
CC(C)Cn1c(N)c(C(=O)COC(=O)CC23CC4CC(CC(C4)C2)C3)c(=O)n(C)c1=O	-29.7	3.9	3.6	16.5	26.7	47.0	2.3	-14.9
O=C(Nc1cc(Cl)ccn1)C1CCN(S(=O)(=O)c2cccs2)CC1	-2.8	-1.3	-0.8	6.0	10.9	3.5	-4.6	-32.7
CCOc1ccc(C2/C(=C(/O)c3ccc(F)cc3)C(=O)C(=O)N2CCCN(C)C)cc1 (configuration not stated)	6.5	0.0	-4.2	-9.7	15.2	13.0	0.5	-0.3
Clc1ccsc1-c1ccnc(-n2cccc2)n1	-25.9	0.7	-3.5	11.8	3.0	-33.4	1.3	-11.1
Cc1ccc(/C=C/C(=O)N2CCCC(C(N)=O)C2)o1 (configuration not stated)	-9.8	0.3	0.0	-5.6	16.3	7.7	-1.8	19.6
COCC(C)N=C1NN=C(c2ccc(NC(C)=O)cc2)CS1 (configuration not stated)	2.3	1.4	2.5	9.9	4.5	-19.7	-1.6	-18.0
O=C(CN1CCOCC1)N1CCN(c2nnc(-c3ccccc3)c3ccccc23)CC1	0.2	-0.4	-7.5	-13.7	3.6	-8.4	-2.0	-3.9

# Complete entries as entered above.
# Clc1ccsc1-c1ccnc(-n2cccc2)n1 across the screens: APJ antagonist = -25.9; UPR CHOP act = 0.7; APJ ag = -3.5; tim23-1 inh = 11.8; Mdm2-MdmX inh = 3.0; Jurkat NFkB inh = -33.4; XBP1 UPR activ = 1.3; 697 NFkB inh = -11.1
# CCOC(=O)/C=C1\SCC(=O)N1CC(O)CN1C(=O)CS/C1=C\C(=O)OCC across the screens: APJ antagonist = -8.4; UPR CHOP act = 0.7; APJ ag = -3.0; tim23-1 inh = 12.0; Mdm2-MdmX inh = -6.6; Jurkat NFkB inh = -14.3; XBP1 UPR activ = 0.1; 697 NFkB inh = -44.5

# Additional structures
molecule	APJ antagonist	UPR CHOP act	APJ ag	tim23-1 inh	Mdm2-MdmX inh	Jurkat NFkB inh	XBP1 UPR activ	697 NFkB inh
COc1ccccc1CNC(=O)c1ccccc1NC(=O)C1=C(C)OCCS1	-36.4	-0.4	3.0	26.4	0.5	-22.2	-3.3	-45.3
C=CCSc1nc(O)c(C2OC(=O)c3c2ccc(OC)c3OC)c(=O)n1-c1ccccc1 (configuration not stated)	8.3	1.5	2.6	5.2	9.6	10.8	-3.9	26.9
CCOc1ccc(OCC(O)CNC2CCN(Cc3ccccc3)CC2)cc1 (configuration not stated)	-17.0	-0.8	-3.2	-17.1	44.0	7.0	-3.8	4.6
CCOP(=O)(OCC)C(Nc1ccccc1)c1ccc2c(c1)OCO2 (configuration not stated)	-10.0	-0.5	-6.1	24.0	-2.8	-1.2	-1.2	26.1
Cc1ccccc1CCN(CC(=O)NC1CCCCC1)C(=O)c1csnn1	4.7	-2.0	-1.7	14.8	12.5	8.9	-1.7	-4.2
COc1ccc(-c2noc(-c3ccccc3C(=O)N3CCOCC3)n2)cc1	-14.2	-2.1	-1.6	20.9	-2.9	-9.6	-1.6	-3.4
C=CCc1ccccc1OCCOc1ccc([N+](=O)[O-])cc1/C=N/NC(N)=O	0.0	1.4	-2.2	1.4	21.0	-10.5	-1.0	6.1
O=C(COC(=O)c1ccc(CO)cc1)NCc1cccs1	-0.8	-1.7	-1.9	-1.8	19.1	-10.2	-0.6	-0.8
Cc1ccc(/C=C/C(=O)NCCc2c[nH]c3ccccc23)o1	10.2	1.8	-3.2	32.7	-28.8	-2.0	0.2	12.6
COc1ccc(Nc2ncnc3c2cnn3Cc2ccccc2)cc1	0.6	1.8	3.3	38.3	23.6	17.2	0.8	29.0
COc1cc(OC)cc(-c2cc3nc(C)c(CCC(=O)O)c(=O)n3[nH]2)c1	-2.7	-1.0	-3.1	2.5	11.8	5.2	-0.2	6.1
CC(C)(C)c1cc[n+](/C(C(=S)Nc2ccccc2F)=C(/[O-])c2ccc3c(c2)OCCO3)cc1	24.0	0.6	-6.2	29.1	11.2	-19.9	1.0	-24.9
Cc1nc2ccccn2c1C(=O)N/N=C/c1cc(C)n(-c2ccc(Cl)cc2)c1C	5.0	1.0	0.3	24.4	32.9	-2.4	1.4	2.7
CCOC(=O)C1=C(C)N(C)C(=S)NC1c1cccc(Cl)c1Cl (configuration not stated)	9.4	-0.6	-2.5	16.0	-31.9	0.4	-3.6	-11.5
O=C(NC1CCCC1)C1c2ccccc2C(=O)N1C1CCCCC1 (configuration not stated)	23.5	-1.3	-3.4	8.4	7.4	-8.3	-2.3	9.7
CC1=NN(C(C#N)c2ccccc2C)C(c2ccccc2)C1 (configuration not stated)	-1.2	-2.0	-1.4	16.5	2.1	-0.4	-5.7	9.3
CC(C)(C)OC(=O)C[C@@H]1C/C=C\C[C@@H](CC(=O)N(CCO)Cc2ccccc2)C(=O)NC[C@@H](c2ccccc2)OC1=O	20.2	1.2	-4.5	8.0	0.0	-17.1	-2.1	8.5
O=c1ccccn1Cc1c(Cl)cccc1Cl	-29.4	-0.3	-2.9	-16.9	10.4	1.9	1.9	2.3
O=C(COC(=O)c1cc[n+]([O-])cc1)Nc1ccccc1Sc1ccccc1	6.4	0.2	-2.6	-8.4	-1.9	18.5	-1.0	2.5
Cc1oc2cc3oc(=O)c(CCC(=O)NCCCN4CCCC4=O)c(C)c3cc2c1C	-0.3	-1.2	0.4	-7.6	-0.6	-16.5	-1.5	6.8
Cc1cc(=O)oc(C)c1C(=O)NCCc1ccc(F)cc1	6.4	-1.5	0.5	5.1	6.1	-6.9	-0.6	17.5
CCCCNC(=O)NNC(=O)C1CC1(c1ccccc1)c1ccccc1 (configuration not stated)	3.1	-0.7	-1.6	21.6	9.0	-10.2	-3.3	3.5
C/C(=N\NC(=O)C1CC1c1ccccc1)c1cccs1 (configuration not stated)	-4.3	1.1	-0.6	23.4	14.2	-0.3	-1.7	17.3
O=C(NC1CCCCCC1)C1CCN(S(=O)(=O)N2CCC3(CC2)OCCO3)CC1	-5.4	1.2	0.0	14.1	13.2	2.5	-0.5	-6.1
CCOC(=O)C1(Cc2ccccc2C(F)(F)F)CCN(CCCn2cccn2)CC1	12.5	0.5	-1.5	8.0	-17.1	11.4	-2.0	-36.6
CN(C)C(=O)CSc1ncccc1-c1nc2ccccc2[nH]1	9.6	2.8	-3.5	16.3	18.7	-2.1	-1.4	5.1
c1ccc2cc3[nH]c(CN4CCOCC4)nc3cc2c1	3.3	2.2	-3.3	-1.6	-15.5	-5.7	8.5	-5.3
CCOc1ccc(C2C(C#N)=C(N)Oc3nc[nH]c(=O)c32)cc1 (configuration not stated)	13.6	-2.2	-1.5	5.6	4.3	-2.6	-1.8	16.1
O=C(Nc1ncccc1O)c1ccc(Oc2ccccc2)cc1	0.9	3.4	0.3	11.4	-53.0	-103.4	1.0	-31.7
Cc1cc(NC(=O)CCCC(=O)NCc2cccs2)no1	8.7	-0.9	-0.2	8.7	-3.0	5.7	0.2	21.1
CCn1cc(C(=O)O)c(=O)c2cc(F)c(N3CCN(S(=O)(=O)c4ccc5c(c4)OCCO5)CC3)cc21	-7.9	0.3	-2.3	-7.4	8.2	12.3	17.2	20.7
C/C(=N\NC(=S)Nc1ccc(C)cc1)c1cc2ccccc2o1	-4.7	1.1	1.2	34.4	30.1	-3.4	0.2	10.9
O=C(NCc1ccco1)c1cccc(S(=O)(=O)N2CCc3ccccc32)c1	-0.1	-1.4	-0.5	7.9	2.3	-12.5	-1.4	-9.4
O=[N+]([O-])c1cc(S(=O)(=O)C(F)(F)F)ccc1NCC1CCCO1 (configuration not stated)	-19.3	1.9	1.2	8.3	-3.2	2.7	5.9	-7.2
O=C(Nc1nc2ccccc2s1)Nc1ccc([N+](=O)[O-])cc1Cl	13.0	0.2	-2.8	-22.0	42.1	-10.1	1.4	-13.0
CCOC(=O)Cn1c(=O)c2c(nc3n2CCCCN3c2ccc(C)cc2)n(C)c1=O	5.2	3.8	0.8	12.0	15.0	7.1	2.6	0.7
COCCCNC(=O)c1nc2c(nnn2Cc2cc(C)ccc2C)c(=O)[nH]1	14.3	1.3	-3.5	11.3	8.5	2.2	-4.1	14.8
Cc1nn(CC(=O)NNC(=S)Nc2ccccc2)c(C)c1[N+](=O)[O-]	14.6	5.3	-5.0	-1.2	7.6	-5.2	3.6	15.6
Oc1[nH]c2ccc(Br)cc2c1N=Nc1ccc(C(F)(F)F)cn1	12.2	3.3	-0.8	-5.6	3.2	-12.9	2.0	-20.9
CCOc1ccc(C(C)=O)cc1COC(=O)CNC(=O)c1cccs1	0.0	0.7	2.5	13.2	26.9	15.9	-2.0	4.7
C=CCOc1ccccc1CNn1nnnc1N	7.5	-1.4	-4.1	16.6	5.5	-2.3	0.2	17.0
Cn1c(=O)cc(OCCCC(=O)NCCCN2CCN(Cc3ccccc3)CC2)c2ccccc21	14.9	-0.6	-0.4	6.0	4.2	6.4	1.0	20.5
COc1ccc(CCNC(=O)C2CCCN2S(=O)(=O)c2ccc(F)cc2)cc1OC (configuration not stated)	16.0	-0.3	-3.1	2.4	10.4	-10.7	-1.0	21.6
COc1ccccc1NS(=O)(=O)c1cc(NC(=O)c2cc(=O)[nH]c3ccccc23)ccc1N1CCOCC1	-0.9	0.8	1.7	11.0	30.9	-7.0	-1.8	1.5
Cc1ccc(-c2[nH]c3ccccc3c2SCCNC(=O)c2ccc(S(=O)(=O)N3CCOCC3)cc2)cc1	-19.2	0.7	2.3	17.6	30.3	6.8	-2.1	-23.5
Cc1cc(C)c(NC(=O)CN2C(=O)NC3(CCOc4ccccc43)C2=O)c(C)c1 (configuration not stated)	-16.8	-0.2	-2.2	-1.5	-8.9	-18.0	-0.9	-7.6
Cc1cc(C)cc(-n2nnc(C(=O)NCc3ccc(Cl)cc3)c2N)c1	-4.4	1.9	4.2	1.4	4.3	2.5	-1.4	17.4
CC(=O)c1cc2c(cc1NC(=O)C1CCC1)OCO2	6.1	0.1	-3.2	-7.9	-7.6	12.2	-0.6	12.9
CCOC(=O)C(CC)Sc1nc2c(c(=O)[nH]c(=O)n2C)n1CCc1ccccc1 (configuration not stated)	6.6	-0.8	1.6	11.9	-17.4	-9.0	-3.4	-15.7
O=C1NCCN1Cc1cccc(Cl)c1	21.4	-2.2	-1.5	6.0	-8.7	3.3	-0.6	13.0
CN(C(=O)c1cccc(NC(=O)Cc2cccc([N+](=O)[O-])c2)c1)C1CCCC1	-1.6	-2.1	-0.6	4.9	5.5	10.7	-2.2	-20.0
Cc1ccccc1OCCOc1cccc(/C=N/NC(=O)Cc2nnc(N)s2)c1	-9.9	9.0	1.2	0.4	6.8	-38.6	-1.9	-153.8
O=C1C=C(NCCOC23CC4CC(CC(C4)C2)C3)C2(CCCCC2)O1	1.8	3.1	-4.5	7.7	8.5	5.5	-3.2	4.7

# Bioassay records: PubChem, Sanford-Burnham Center for Chemical Genomics
